Shiga toxin inh: Shiga toxin inhibition; inhibition, % at 38.7 µM; Vero cells, Shiga toxin protein synthesis inhibition reporter; 290,000 tested, 9.2% active; in the data active = inhibition mostly above about 28%, no sharp cut-off; inactive = mostly below about 43%; also: 0% is about no effect
Sm TGR block: S. mansoni TGR enzyme inhibition. Potency, µM (top dose mostly 114 µM), without a hit: top-dose activity change, negative = inhibition, usual class: inhibitors. 360,000 tested, 3% active. Q962Y6. purified TGR, DTNB reduction, TNB absorbance 405 nm; also: potency is read from the fitted curve at half-maximal effect; % is scaled to controls: 0 for no effect and ±100 for the full control effect; nearly all actives have a fitted effect of over 60% in size
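TGR 20 nM + NADPH 100 uM (dispensed conc.), cpd preinc 15 min RT; start with NADPH (500 uM addition) then DTNB (15 mM addition). Kinetic TNB absorbance, 405 nm filter. Four-parameter Hill fit across titration.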
Pf growth 96h: P. falciparum growth inhibition at 96 hours; P. falciparum luciferase reporter growth, 96 h; 320,000 tested, 6.9% active; Potency, µM (series often up to 28.7 µM), inactives show top-dose activity change, negative = inhibition, hits mostly inhibitors; AID 504834; also: potency is read from the fitted curve at half-maximal effect; % is scaled to controls: 0 for no effect and ±100 for the full control effect
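Compounds incubated with erythrocytes infected by luciferase-expressing P. falciparum (2% hematocrit, 0.05% parasitemia final) for 96 hours, 37 C in 5% CO2. Growth inhibition scored as decreased luciferase luminescence.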
Pf growth 48h: inhibits P. falciparum growth in the first generation, 48 h; P. falciparum luciferase growth in erythrocytes, 48 h; 310,000 tested, 5.9% active; Potency, µM (series often up to 28.7 µM), inactives show at the top dose activity change, negative = inhibition, hits mostly inhibitors; AID 504832; also: potency is read from the fitted curve at half-maximal effect; % is scaled to controls: 0 for no effect and ±100 for the full control effect
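Growth was read as firefly luciferase luminescence after a 48 h, 37 C, 5% CO2 exposure of compounds to reporter-bearing P. falciparum cultures (0.1% parasitemia, 2% hematocrit final) in Albumax-supplemented RPMI 1640.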
CHX counter: affects cycloheximide protein synthesis inhibition readout, counter-screen; 300,000 tested, 12% active; AID 2314; max response, %; cell reporter, cycloheximide protein synthesis inhibition counterscreen; in the data active = max response mostly above about 13%, no sharp cut-off; inactive = mostly below about 14%; also: read at 38.3 µM for the half of the compounds with a filed dose; 0% is about no effect
Giardia FBPA inh: inhibitors of Giardia lamblia fructose-1,6-bisphosphate aldolase; A8B2U2; purified Giardia FBPA; Potency, µM (doses to about 59.6 µM), inactives show top-dose activity, negative = inhibition, most hits filed as inhibitors; 290,000 tested, 0.71% active; AID 2451; also: potency is read from the fitted curve at half-maximal effect; % is scaled to controls: 0 for no effect and ±100 for the full control effect; nearly all actives have a fitted effect of over 55% in size
Target sequence (A8B2U2 whole entry, looked up): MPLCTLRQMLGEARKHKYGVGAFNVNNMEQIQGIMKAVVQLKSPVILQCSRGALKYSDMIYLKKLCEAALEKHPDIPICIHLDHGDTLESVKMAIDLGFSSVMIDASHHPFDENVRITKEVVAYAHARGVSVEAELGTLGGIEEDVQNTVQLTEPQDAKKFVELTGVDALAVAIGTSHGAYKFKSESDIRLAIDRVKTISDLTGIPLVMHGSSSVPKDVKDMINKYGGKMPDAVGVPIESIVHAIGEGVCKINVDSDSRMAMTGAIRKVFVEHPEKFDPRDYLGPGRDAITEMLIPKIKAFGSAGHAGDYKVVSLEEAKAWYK
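40 nM FBPA preincubated 10 min at RT with compound (up to 57.5 uM final), then substrate plus GAPDH/TPI/NAD/arsenate coupling and diaphorase/resazurin added. Fluorescence read after 20 min at RT, 525/598 nm.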
Numbers without * were called inactive; ? = inconclusive; nt = not tested or not shown; & = joins results of further samples; [ ] = remark or other dose. Unless noted, calls follow the shape of the dose curve; as a rule, active = well fitted curve in the direction sought with a large enough effect; inconclusive = small, poorly fitted or top-dose-only effect, or another doubt; inactive = no such curve, though single readings can be large; an effect the other way counts as inactive or inconclusive. This is a random part of the collection, and some 24% of all compounds hit somewhere here.

#1 COc1ccc(C2c3ccc(O)cc3Oc3ncn(CC(C)C)c(=N)c32)cc1 (stereo not drawn)
#2 Nc1cc(=O)nc(SCc2ccccc2)n1Cc1ccco1
#3 COc1ccccc1NC(=O)c1ccc(S(=O)(=O)N2CCCC(C)C2)cc1 (stereo not drawn)
#4 COCCCn1c(=O)c2ccccc2n(Cc2ccccc2C)c1=O
#5 O=C(/C=C/c1ccc(N2CCOCC2)cc1)c1ccccc1
#6 CC(=O)c1sc(NC(=O)CSCc2c(C)noc2C)nc1-c1ccccc1
#7 c1cnc2c(c1)ccc1ncccc12
#8 CC(C)(C)OC(=O)NC(Cc1ccccc1)C(=O)O (stereo not drawn)
Assay by compound,1,2,3,4,5,6,7,8
Shiga toxin inh,20,-8,-7,-4,68*,nt,-13,3
Sm TGR block,-1%,4%,5%,1%,-2%,7%,-3%,-4%
Pf growth 96h,-2%,nt,20%,-2%,?,?,13%,15%
Pf growth 48h,5.2µM*,0%,-17%,-8%,138%[activator],10µM*,9%,1%
CHX counter,-2,6,-1,-2,46*,nt,1,0
Giardia FBPA inh,15%,-2%,2%,0%,-8%,nt,2%,-2%

Screen by screen, quoted from above.
Compounds 1–8 in Pf growth 96h read -2%, nt, 20%, -2%, ?, ?, 13%, 15%
Compounds 1–8 in CHX counter read -2, 6, -1, -2, 46*, nt, 1, 0
Compounds 1–8 in Giardia FBPA inh read 15%, -2%, 2%, 0%, -8%, nt, 2%, -2%

Next structures:
#9 Cc1ccc(/C=N/N2CCN(c3ccccc3)CC2)cc1
#10 O=C(/C=C/c1ccco1)N1CCCC(c2ccccc2)C1 (stereo not drawn)
#11 CCCCN(C(=O)C1CCN(C(=O)c2ccccc2C)CC1)c1c(N)n(CCCC)c(=O)[nH]c1=O
#12 C(#CCN1CCOCC1)COCc1ccccc1
#13 CCN1CCN(CC(=O)c2c[nH]c3ccccc23)CC1
#14 Cc1noc(NC(=O)c2ccccc2Cl)c1C#N
#15 O=C(CNCc1cccs1)NC12CC3CC(CC(C3)C1)C2
#16 Cn1c(=O)cc(SCC(=O)NCC2COc3ccccc3O2)c2ccccc21 (stereo not drawn)
Assay by compound,9,10,11,12,13,14,15,16
Shiga toxin inh,46,47*,11,-5,-7,-7,30,10
Sm TGR block,4%,nt,-6%,0%,1%,-1%,-11%,2%
Pf growth 96h,-3%,32%[activator],10%,10µM*,6%,29%,5.9µM*,2.9µM*
Pf growth 48h,22%,12%,-14%,38%[activator],-2%,-1%,10%,4%
CHX counter,19*,23*,-3,1,-2,-2,14*,4
Giardia FBPA inh,2%,0%,nt,3%,4%,3%,?,-3%

#17 CCOc1ccc(CCNC(=O)c2cccc(NC3=NC4CS(=O)(=O)CC4S3)c2)cc1OCC (stereo not drawn)
#18 O=C(NCCSc1c[nH]c2ccccc12)c1ccc(Br)o1
#19 CCOc1ccc(S(=O)(=O)NCCC(=O)NC2CCCCC2)cc1
#20 O=C(NC(=S)Nc1ccc2c(c1)OCCO2)c1cccc2ccccc12
#21 Cc1nc(NCCN2CCOCC2)c2nnn(Cc3ccccc3Cl)c2n1
#22 CSc1ncc(C(=O)Nc2ccc(Br)cn2)c(C)n1
#23 COc1ccc2cc(CN(CC3CCCO3)C(=S)Nc3ccccc3)c(=O)[nH]c2c1 (stereo not drawn)
#24 O=C(/C=C/c1ccccc1)NC(=S)N1CCSCC1
Assay by compound,17,18,19,20,21,22,23,24
Shiga toxin inh,2,-14,nt,76*,20,56*,-7,13
Sm TGR block,0%,3%,-7%,-28%,8%,?,-12%,-3%
Pf growth 96h,?,2.1µM*,4%,41%[activator],?,1.9µM*,?,0%
Pf growth 48h,-22%,-6%,2%,50%[activator],-25%,?,9.3µM*,2%
CHX counter,1,-2,nt,37*,10,23*,3,15
Giardia FBPA inh,-28%,-1%,nt,-6%,22%,3%,-8%,?

#25 COC(=O)c1ccc(N2C(=O)C3CC(C)=C(C)CC3C2=O)cc1 (stereo not drawn)
#26 COc1ccc(CCNS(=O)(=O)c2cnc(Cl)c(Br)c2)cc1OC
#27 Cc1ccc(OCC(=O)N/N=C/c2ccncc2)cc1
#28 CC(C)Cc1nn2c(=O)cc(CSCC(=O)Nc3ccccc3F)nc2s1
#29 CCN(CC)C1=NC=CC(c2ccccc2)=CC1C (stereo not drawn)
#30 COc1cc(NC(=S)NCc2ccc(S(N)(=O)=O)cc2)c(OC)cc1Cl
#31 COC(=O)c1ccc(NS(=O)(=O)c2cccc3cccnc23)cc1
#32 COc1cccc(CN2CCN(Cc3c(C)nn(C(C)C)c3C)CC2CCO)c1 (stereo not drawn)
Assay by compound,25,26,27,28,29,30,31,32
Shiga toxin inh,-3,21,-13,12,-9,-13,-10,-12
Sm TGR block,0%,4%,3%,11%,-2%,-24%,1%,-8%[57.1 µM]
Pf growth 96h,0%,?,0%,-19%,-19%,?,nt,10µM*
Pf growth 48h,?,-12%,5%,9%,-24%,-14%,2%,-1%
CHX counter,1,-1,-3,-3,-1,1,-3,-3
Giardia FBPA inh,0%,0%,1%,nt,1%,-1%,0%,-1%

4 entries drawn at random from those above:
#25 COC(=O)c1ccc(N2C(=O)C3CC(C)=C(C)CC3C2=O)cc1 (stereo not drawn)
#30 COc1cc(NC(=S)NCc2ccc(S(N)(=O)=O)cc2)c(OC)cc1Cl
#32 COc1cccc(CN2CCN(Cc3c(C)nn(C(C)C)c3C)CC2CCO)c1 (stereo not drawn)
#28 CC(C)Cc1nn2c(=O)cc(CSCC(=O)Nc3ccccc3F)nc2s1
Assay by compound,25,30,32,28
Shiga toxin inh,-3,-13,-12,12
Sm TGR block,0%,-24%,-8%[57.1 µM],11%
Pf growth 96h,0%,?,10µM*,-19%
Pf growth 48h,?,-14%,-1%,9%
CHX counter,1,1,-3,-3
Giardia FBPA inh,0%,-1%,-1%,nt

Additional entries:
#33 Cc1cc(S(=O)(=O)N2CCCCC2)ccc1OCC(=O)N1CCOCC1
#34 COc1cc2[nH]c(=S)nc(NCCc3ccc(C)cc3)c2cc1OC
#35 Cc1ccc(Nc2nc3ccccc3s2)cc1
#36 CN(Cc1ccccc1)C(=O)COC(=O)c1cc(Cl)nc(Cl)c1
#37 Cc1ccc(-c2noc(CCC(=O)NCCc3ccccc3Cl)n2)cc1
#38 O=C(NCc1ccco1)C1c2ccccc2Oc2ccccc21
#39 Cn1c(=N)n(CC(O)c2cccc3ccccc23)c2ccccc21 (stereo not drawn)
#40 CSc1nnc(C)c(=O)n1COC(=O)COc1ccccc1C
Assay by compound,33,34,35,36,37,38,39,40
Shiga toxin inh,-3,-5,72*,-6,-6,36,12,-9
Sm TGR block,1%,-3%,-9%,2%,-18%,40µM*,6%,-21%
Pf growth 96h,79%[activator],8%,44%[activator],3%,1%,2%,nt,-13%
Pf growth 48h,0%,2.6µM*,125%[activator],15%,2%,?,nt,11%
CHX counter,-1,-1,29*,-3,5,6,9,-7
Giardia FBPA inh,9%,9%,-14%,1%,3%,-7%,?,-3%

#41 COc1ccc(/C=N/Nc2ccc(C(=O)O)cc2)c(OC)c1OC
#42 CC(=O)N[C@@H](Cc1c[nH]c2ccccc12)C(=O)NCc1ccccc1
#43 CCCCNC(=O)c1onc(CS(=O)(=O)c2ccccn2)c1C(=O)NCCCC
#44 COc1ccc(C2c3[nH]c4ccccc4c3CCN2C(=O)c2cc3ncccn3n2)c(F)c1 (stereo not drawn)
#45 CCNC(=S)Nc1cc(C)ccn1
#46 COc1ccccc1N1CCN(C(=O)CCC(=O)N2CCN(c3ccc(F)cc3)CC2)CC1
#47 Cc1c(C(=O)Oc2ccc(Cl)cc2)n(C)oc1=O
#48 Cc1ccc(CNC(=O)CCc2cn(C)c3ccccc23)cc1
Assay by compound,41,42,43,44,45,46,47,48
Shiga toxin inh,80*,16,nt,28,29*,-4,-1,-1
Sm TGR block,0%,-15%,-3%,5%[57.1 µM],?,-4%,-13%,-1%&7%
Pf growth 96h,?,32%[activator],15µM*,48%[activator],34%[activator],-22%,29%,13µM*
Pf growth 48h,-11%,7%,?,13µM*,-9%,0%,21%,17%
CHX counter,47*,7,nt,10,14,4,-1,-3
Giardia FBPA inh,-3%,-4%,nt,-5%,-6%,6%,1%,1%

6 compounds from above, sorted by SMILES length, largest number first:
#44 COc1ccc(C2c3[nH]c4ccccc4c3CCN2C(=O)c2cc3ncccn3n2)c(F)c1 (stereo not drawn)
#46 COc1ccccc1N1CCN(C(=O)CCC(=O)N2CCN(c3ccc(F)cc3)CC2)CC1
#42 CC(=O)N[C@@H](Cc1c[nH]c2ccccc12)C(=O)NCc1ccccc1
#41 COc1ccc(/C=N/Nc2ccc(C(=O)O)cc2)c(OC)c1OC
#48 Cc1ccc(CNC(=O)CCc2cn(C)c3ccccc23)cc1
#45 CCNC(=S)Nc1cc(C)ccn1
Assay by compound,44,46,42,41,48,45
Shiga toxin inh,28,-4,16,80*,-1,29*
Sm TGR block,5%[57.1 µM],-4%,-15%,0%,-1%&7%,?
Pf growth 96h,48%[activator],-22%,32%[activator],?,13µM*,34%[activator]
Pf growth 48h,13µM*,0%,7%,-11%,17%,-9%
CHX counter,10,4,7,47*,-3,14
Giardia FBPA inh,-5%,6%,-4%,-3%,1%,-6%

(continued)
#49 Cc1cc2nc(C)n(CCCNC(=O)Nc3ccccc3)c2cc1C
#50 C=CCNC(=O)C1CC(=O)N(c2ccc(OCC(=O)Nc3c(C)cccc3C)cc2)C1 (stereo not drawn)
#51 COc1cc(C(=O)Oc2ccc(C(=S)N3CCOCC3)cc2)cc(OC)c1OC
#52 CCn1c(SCC(N)=O)nnc1-c1ccc2[nH]c(C)c(C)c2c1
#53 CCOc1ccc2nc(N3CCCN(C(=O)Nc4ccccc4C)CC3)c(C#N)cc2c1
#54 Cc1cc(=O)[nH]c(NN)n1
#55 CCCCCc1nc(-c2nonc2N)no1
#56 CC(Cc1cccnc1)NC(=O)CCc1nnc(-c2ccccc2)o1 (stereo not drawn)
Assay by compound,49,50,51,52,53,54,55,56
Shiga toxin inh,9,1,-4,-11,14,9,-4,21
Sm TGR block,6%,0%,2%,-15%,0%,-2%,3%,-7%
Pf growth 96h,29%,16%,-27%,12%,13µM*,9.3µM*,150%[activator],12%
Pf growth 48h,?,9%,6%,10%,?,?,7%,8%
CHX counter,-3,-4,-3,-2,11,8,-1,12
Giardia FBPA inh,2%,-6%,-1%,-8%,-26%,?,-1%,4%

#57 CCn1c(C)nc2cc(C(=O)NNC(=S)Nc3ccc(C)cc3)ccc21
#58 CC(Sc1nncs1)C(=O)Nc1ccc2c(c1)OCO2 (stereo not drawn)
#59 COc1ccccc1NS(=O)(=O)c1cccc(C(=O)NNC(=O)c2ccc(O)c(Cl)c2)c1
#60 Cc1ccc2nc(CSc3nnc(Cc4cccs4)n3C3CCCCC3)cc(=O)n2c1
#61 O=S(=O)(NC(=NC1CCCCC1)c1ccccc1)c1ccc(F)cc1
#62 O=C(c1cc(F)ccc1F)C1CCCN(C(=O)CCCN2CCCCC2=O)C1 (stereo not drawn)
#63 CN(C)S(=O)(=O)c1cccc(NC(=S)N/N=C/C(c2ccccc2)c2ccccc2)c1
#64 COc1cc(OC)cc(C(=O)Nc2cccc(NC(=O)c3ccccc3)c2)c1
Assay by compound,57,58,59,60,61,62,63,64
Shiga toxin inh,25,16,nt,-3,1,16,19,1
Sm TGR block,4%,5%,1%,0%,-7%,0%,-13%,12%
Pf growth 96h,-21%,19%,?,-27%,9.3µM*,2%,85%[activator],?
Pf growth 48h,-11%,10%,-5%,?,?,-6%,0%,nt
CHX counter,12,11*,nt,2,2,3,-1,-2
Giardia FBPA inh,9%,-7%,nt,1%,-7%,0%,-25%,9%

Source: PubChem BioAssay
